L3MBTL1 inh – inhibitors of human L3MBTL1 | Q9Y468 | AlphaScreen L3MBTL1–H3K9me1 peptide binding | Potency, µM (series often up to 57.1 µM), without a hit: top-dose activity, negative = inhibition, actives largely listed as inhibitors | 230,000 tested, 0.66% active | AID 485360; active = well fitted inhibition curve with a large enough effect; inconclusive = small, poorly fitted or top-dose-only effect; inactive = no such curve, though single readings can be large or run the other way; also: nearly all actives have a fitted effect of over 60% in size
Target sequence (Q9Y468 whole entry, looked up): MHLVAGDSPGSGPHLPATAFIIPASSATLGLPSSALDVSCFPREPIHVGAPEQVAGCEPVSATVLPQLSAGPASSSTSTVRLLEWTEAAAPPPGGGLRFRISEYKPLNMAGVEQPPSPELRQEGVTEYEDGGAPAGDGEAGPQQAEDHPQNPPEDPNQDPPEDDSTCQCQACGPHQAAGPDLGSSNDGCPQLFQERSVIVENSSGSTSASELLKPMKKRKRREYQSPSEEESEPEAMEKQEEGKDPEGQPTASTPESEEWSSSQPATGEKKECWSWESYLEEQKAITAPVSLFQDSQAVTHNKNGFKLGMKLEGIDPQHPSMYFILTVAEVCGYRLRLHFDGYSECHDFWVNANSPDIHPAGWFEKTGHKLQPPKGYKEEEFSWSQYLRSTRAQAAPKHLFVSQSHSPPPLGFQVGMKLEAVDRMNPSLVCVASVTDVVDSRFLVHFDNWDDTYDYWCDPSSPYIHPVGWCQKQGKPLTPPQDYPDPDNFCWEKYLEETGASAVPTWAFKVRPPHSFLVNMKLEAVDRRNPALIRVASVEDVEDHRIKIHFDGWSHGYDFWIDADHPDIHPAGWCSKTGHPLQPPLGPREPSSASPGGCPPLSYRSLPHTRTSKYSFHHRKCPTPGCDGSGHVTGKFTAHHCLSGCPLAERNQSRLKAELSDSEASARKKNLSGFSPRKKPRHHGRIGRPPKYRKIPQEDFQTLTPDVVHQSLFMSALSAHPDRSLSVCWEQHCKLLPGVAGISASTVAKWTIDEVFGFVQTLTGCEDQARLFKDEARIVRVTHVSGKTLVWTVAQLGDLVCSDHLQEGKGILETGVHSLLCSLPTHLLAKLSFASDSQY
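AlphaScreen assay: L3MBTL1 (50 nM final) was preincubated 30 min at room temperature with biotinylated H3(1-15)K9me1 peptide (75 nM final), then 30 min with library compounds; streptavidin donor and nickel chelate acceptor beads (10 ug/mL final) added, 30 min dark.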
An asterisk follows results filed as active; ? = inconclusive; [ ] = another dose, or the depositor's remark. % is scaled to controls: 0 for no effect and ±100 for the full control effect; potency is read from the fitted curve at half-maximal effect. An excerpt. The share of hits here may be higher or lower than overall.

L3MBTL1 inh | Compound
7% | Cc1nc(Nc2ccccc2Br)c2nnn(Cc3ccccc3)c2n1
-2% | CCOc1cc(N2CCOCC2)c(OCC)cc1NC(=O)c1ccc(F)c(S(=O)(=O)N2CCOCC2)c1
21% | COc1ccc([C@@H]2[C@@H]3C(=O)N(C(C)(C)C)C(=O)[C@@H]3[C@]3(Cc4ccccc4)C(=O)N(c4ccc(C(F)(F)F)cc4)C(=O)N23)cc1
-13% | COc1cccc(-c2csc(N3CCN(C(=S)NCC(C)C)CC3)n2)c1
4% | CCCc1cc(=O)[nH]c(SCC(=O)N(C)CC(=O)Nc2ccc(F)cc2)n1
-4% | Cc1ccc(NC(=O)COCC(=O)Nc2ccc(F)cc2)cc1
7% | COc1ccccc1C(=O)COC(=O)CNC(=O)c1ccc(Br)o1
2% | CC(OC(=O)CNS(=O)(=O)c1ccc(C#N)cc1)C(=O)Nc1ccc(Cl)cn1 (centres undefined)
-2% | COc1ccccc1CC1CC(=O)N(c2cccc(Cl)c2C)C1=O (centres undefined)
1% | Cc1c(C(=O)N2CCCCC2)oc2ccc(Br)cc12
3% | CCN(C(=O)c1c(C)noc1C)c1c(N)n(Cc2ccccc2)c(=O)[nH]c1=O
-1% | O=C(OCC(=O)N1CCOCC1)c1cc(-c2ccccc2)nc2ccccc12
-7% | C=CC[C@H](CC(=O)N(CCO)Cc1ccccc1)C(=O)N[C@@H](COC(=O)[C@@H](CC=C)Cc1ccc(F)cc1)Cc1c[nH]c2ccccc12
-11% | N#Cc1ccc(Oc2ccc(S(=O)(=O)N3CCCC3)cn2)cc1
? | CC1=NN(C(N)=S)C(=O)C1N=Nc1ccccc1O (centres undefined)
4% | CN(C)CCN(C(=O)C1CCN(S(=O)(=O)c2cccs2)CC1)c1nc2ccccc2s1
7% | Cc1ccc(C(C)NC(=O)COC(=O)C2=COCCO2)cc1C (centres undefined)
0% | COc1cccc(NC(=O)N2C3CCCC2CC(NC(C)=O)C3)c1 (centres undefined)
-4% | CCN(CC)C(=O)[C@H]1CC(CC(=O)NCc2ccco2)C(=O)N2CCc3c([nH]c4ccccc34)[C@]12C (some centres undefined)
5% | COC(=O)CCNC(=O)CCc1ccc(S(=O)(=O)N2CCCCCC2)cc1
-8% | CCCNC(=O)c1ccc(N2CCC3(CC2)CC(c2ccccc2)=NO3)c([N+](=O)[O-])c1
-1% | Cc1ccc(C)c(OCC(=O)NNC(=O)CSC(=S)N2CCCC2)c1
8% | O=C(Nc1ccc(F)c(F)c1)C1CCCCC1
1% | Cc1ccccc1COc1ccc(-c2nnn(CC(=O)O)n2)cc1
0% | CCC(C)(C)NC(=O)CN(C(=O)CCC(=O)Nc1nccs1)c1cccc(C)c1
3% | CCN1CCN(c2ccc(N3CCN(S(=O)(=O)c4ccc(C)c([N+](=O)[O-])c4)CC3)nn2)CC1
-8% | COc1ccc(CCNc2ccc([N+](=O)[O-])cn2)cc1
-1% | Cc1ccccc1OCC(=O)OCC(=O)NC1CC1
5% | COc1ccc(NC(=O)CN(C)C(=O)c2ccc(NS(=O)(=O)c3ccc(F)cc3)cc2)cc1
? | COc1cc(/C=C2\SC(=O)N(CC(=O)Nc3ccc(C)cc3)C2=O)cc(Cl)c1OCC(=O)O
6% | O=C(CN1C(=O)c2ccccc2C1=O)Nc1ccccc1
-1% | O=C(CCN1CCOCC1)Nc1ccc(Cl)cc1
17% | CC(Sc1ccc(S(=O)(=O)N2CCCCCC2)cn1)C(N)=O (centres undefined)
-8% | C[C@H](CO)N1C[C@H](C)[C@@H](CN(C)C(=O)Nc2ccc3c(c2)OCO3)Oc2c(cccc2N(C)C)C1=O
0% | COc1cccc(-c2ncc3ccccc3c2COC(=O)c2ccco2)c1
2% | COc1cc(-c2n[nH]c(=S)n2-c2ccc(Br)cc2)cc(OC)c1OC
0% | C[C@H](CO)N1C[C@H](C)[C@@H](CN(C)S(=O)(=O)c2cn(C)cn2)Oc2ccc(NC(=O)C3CCCCC3)cc2C1=O
29% | Cc1ccc(S(=O)(=O)N2CCC(C(=O)NCCCN3CCCC3=O)CC2)cc1
0% | CC(C)Oc1ccc(S(=O)(=O)N2CCOCC2)cc1NC(=O)C1CCCCC1
-4% | Cc1noc(C)c1NC(=O)Nc1cccc2c1O[C@@H](CN(C)C(=O)Nc1ccc3c(c1)OCO3)[C@@H](C)CN([C@H](C)CO)C2=O
-2% | CN(C)CCCNC(=O)CC1C[C@H](C(=O)N2CCOCC2)[C@@]2(CCC3CCCC3)c3[nH]c4ccccc4c3CCN2C1=O (some centres undefined)
-2% | CN(C)C(=O)c1ccc(NC(=O)c2cccc(S(=O)(=O)N3CCCc4ccccc43)c2)cc1
-4% | COc1ccc2[nH]c3c(c2c1)CCN1C(=O)C(CC(=O)NCCC2=CCCCC2)C[C@H](C(=O)N2CCOCC2)[C@@]31CCC1CCCC1 (some centres undefined)
5% | OC[C@H]1OC(O)C[C@@H](O)[C@@H]1O (some centres undefined)
0% | COc1cccc(CN(C)C(=O)CCN=C2NS(=O)(=O)c3ccccc32)c1OC
5%[2.29 µM] | CC(=O)NC(C(=O)c1ccccc1)N1CCCCC1 (centres undefined)
8% | Cc1noc(C)c1NC(=O)N(C)C[C@H]1Oc2c(NC(=O)Nc3ccc(C(F)(F)F)cc3)cccc2C(=O)N([C@H](C)CO)C[C@@H]1C
2% | CC(NC(=O)Cn1cc(Br)c([N+](=O)[O-])n1)c1ccccc1 (centres undefined)
2%[2.29 µM] | S=c1[nH]nc(COc2ccc(Cl)cc2)n1-c1ccccc1
6% | Cc1cccc(N2CC(C(=O)NCC3COc4ccccc4O3)CC2=O)c1C (centres undefined)
9% | CC(C)CN1CCCC(N2CCN(c3cccc(Cl)c3)CC2)C1 (centres undefined)
3% | COc1ccccc1N(CC(=O)NC(C)(C)C)C(=O)CCC(=O)Nc1ccccn1
-3% | COc1ccc(C(=O)Nc2ccc(S(=O)(=O)N3CCN(C)CC3)cc2)cc1[N+](=O)[O-]
-14% | CCCC[C@@H]1CNCCN1CCCc1cc(OC)c(OC)c(OC)c1
-4% | Cc1ccc(NC(=O)CCCC(=O)O)c(-c2nc3ccccc3[nH]c2=O)c1
0% | Cc1cccc(C)c1NC(=O)CNC(=O)CNC(=O)c1ccc2c(c1)OCO2
-6% | NC(=O)c1ccccc1OCC(=O)Nc1cccnc1Cl
-7% | COc1ccc(CCNC(=O)COC(=O)CSc2ccc([N+](=O)[O-])cc2)cc1OC
-1% | CCN(CC(=O)Nc1ccccc1OC)C(=O)c1ccc(N(C)S(=O)(=O)c2ccc(C)cc2)cc1
11% | Cc1onc(-c2ccccc2)c1C(=O)NCC(=O)Nc1cc(Cl)ccc1Cl

More results follow.
L3MBTL1 inh | Compound
-1% | CCN1C(=O)[C@H]2[C@@H](c3ccc(SC4CCCCC4)c(OC)c3)N[C@@](Cc3ccccc3)(C(=O)OC)[C@H]2C1=O
1% | CCOC(=O)N1CCN(C(=O)COC(=O)c2ccc(N(C)C)cc2)CC1
10% | CC1CCN(c2ccc3c(c2)S(=O)(=O)c2cccc(C(=O)NCc4cccc(F)c4)c2C3=O)CC1
-1% | CN(C)S(=O)(=O)c1ccc(Cl)c(NC(=O)COC(=O)/C=C/c2ccc3ccccc3n2)c1
0% | Cc1ccc(-c2cc(C(=O)Nc3ccncc3)c3ccccc3n2)cc1
5% | C=CCCC(=O)N1CCCC(Cc2cccc(Cl)c2)(C(=O)OCC)C1 (centres undefined)
1%[2.29 µM] | CNC(=S)N(CCCN(C)C)Cc1cc2cc3c(cc2[nH]c1=O)OCCO3
0% | Cc1ccc(NC(=O)CCNS(=O)(=O)c2ccc(Br)cc2)cc1S(=O)(=O)N1CCOCC1
12% | Cc1cccc(NS(=O)(=O)c2ccc(C(=O)N3CCC3)cc2)c1C
19% | COc1ccc(-c2cn(Cc3cccc(OC)c3)nn2)cc1
-5% | Cc1nc(-c2ccc(F)cc2)c(CC(=O)Nc2cccc(S(=O)(=O)N3CCOCC3)c2)s1
10% | CC(C)C[C@H](NC(=O)c1cc2cc(Cl)ccc2n1C)C(=O)N1CCC[C@H]1C(=O)O
5%[2.29 µM] | COC(=O)c1[nH]c2ccccc2c1CN1CCOCC1
12% | COc1ccc(-c2csc(NC(=O)C(CC(=O)O)N3CCOCC3)n2)cc1 (centres undefined)
-4% | O=C(CN1C(=O)c2cccc([N+](=O)[O-])c2C1=O)OCC(=O)N1CCCCC1
3% | CCCCn1c(N)c(N(CCOC)C(=O)c2ccc(S(=O)(=O)N3CCCCC3)cc2)c(=O)[nH]c1=O
-11% | Cn1cccc1C(=O)NCC(c1ccco1)N1CCCCC1 (centres undefined)
1% | O=C(OCC(=O)N1CCc2ccccc21)[C@@H]1CC(O)CN1S(=O)(=O)c1ccc(Cl)cc1 (some centres undefined)
-1% | CCOc1ccc(OCC(=O)N(CCC2=CCCCC2)c2c(N)n(Cc3ccccc3)c(=O)[nH]c2=O)cc1
-4% | CN(C(=O)COC(=O)COc1ccc2c(c1)CCC2)c1c(N)n(Cc2ccccc2)c(=O)[nH]c1=O
-12% | O=C(Nc1nccs1)c1cccc2ccccc12
-2% | Cc1ccc(Nc2ncnc3c2cnn3C)c(C)c1
2%[2.29 µM] | O=C(NC(=S)Nc1ccccc1Br)c1cccnc1
6% | O=C1CC(NS(=O)(=O)c2cc(F)ccc2F)CN1c1ccc2c(c1)OCCO2 (centres undefined)
0% | CCOc1ccc(NS(=O)(=O)c2ccc(C(=O)NCC3(N(C)C)CCCCC3)cc2)cc1
3% | CSCCC(NC(=O)c1ccc(C(C)(C)C)cc1)C(=O)OCC(=O)N1CCCC1=O (centres undefined)
3% | Cc1n[nH]c(C)c1S(=O)(=O)N1CCN(S(=O)(=O)c2ccccc2C#N)CC1
1% | COc1ccc(C(=O)OCC(=O)c2c[nH]c3ccccc23)c(OC)c1
1% | O=C(Cn1c(=O)oc2cc(S(=O)(=O)N3CCCC3)ccc21)NC1CCCCC1
0% | Cc1ccc(C(=O)OCC(=O)NCCNC(=O)COC(=O)c2ccc(C)s2)s1

Molecules above that have a Cl atom, in the order listed:
L3MBTL1 inh | Compound
2% | CC(OC(=O)CNS(=O)(=O)c1ccc(C#N)cc1)C(=O)Nc1ccc(Cl)cn1 (centres undefined)
-2% | COc1ccccc1CC1CC(=O)N(c2cccc(Cl)c2C)C1=O (centres undefined)
? | COc1cc(/C=C2\SC(=O)N(CC(=O)Nc3ccc(C)cc3)C2=O)cc(Cl)c1OCC(=O)O
-1% | O=C(CCN1CCOCC1)Nc1ccc(Cl)cc1
2%[2.29 µM] | S=c1[nH]nc(COc2ccc(Cl)cc2)n1-c1ccccc1
9% | CC(C)CN1CCCC(N2CCN(c3cccc(Cl)c3)CC2)C1 (centres undefined)
-6% | NC(=O)c1ccccc1OCC(=O)Nc1cccnc1Cl
11% | Cc1onc(-c2ccccc2)c1C(=O)NCC(=O)Nc1cc(Cl)ccc1Cl
-1% | CN(C)S(=O)(=O)c1ccc(Cl)c(NC(=O)COC(=O)/C=C/c2ccc3ccccc3n2)c1
5% | C=CCCC(=O)N1CCCC(Cc2cccc(Cl)c2)(C(=O)OCC)C1 (centres undefined)
10% | CC(C)C[C@H](NC(=O)c1cc2cc(Cl)ccc2n1C)C(=O)N1CCC[C@H]1C(=O)O
1% | O=C(OCC(=O)N1CCc2ccccc21)[C@@H]1CC(O)CN1S(=O)(=O)c1ccc(Cl)cc1 (some centres undefined)

Carrying on.
L3MBTL1 inh | Compound
12% | Cc1cccc(NC(=O)CN2CCN(CC(=O)NCC3(N4CCCCC4)CCCCC3)CC2)c1C
-2% | COc1cccc(CNCc2ccc(OC)cc2OC)c1
1% | COc1cccc(C(=O)Nc2nnc(S(=O)(=O)N3CCCCC3)s2)c1
-2% | C[C@]12c3[nH]c4ccccc4c3CCN1C(=O)C(CC(=O)NCC13CC4CC(CC(C4)C1)C3)C[C@@H]2C(=O)N1CCOCC1 (some centres undefined)
8% | O=C(CCC(=O)c1cccs1)OCC(=O)c1ccccc1
-4%[2.29 µM] | Cc1ccc(C(=O)NCCCN2CCOCC2)c(Cl)c1
-6% | Cc1ccc(NC(=O)CN(C)C(=O)/C=C/c2ccc3c(c2)OCO3)cc1
-8% | O=C(COC(=O)c1cc(S(=O)(=O)N2CCOCC2)ccc1F)Nc1ccc(Cl)cn1
42%[activator] | O=C(O)c1ccc(N2N=C(c3ccccc3)CC2c2ccccc2)cc1 (centres undefined)
5% | COc1ccc(C(=O)OCC(=O)NC2CC2)cc1OC
4% | O=C(NCCc1ccccc1)C1CCN(C(=O)N2CCOc3ccccc32)CC1
2% | O=C(CN1C(=O)NC2(CCCCC2)C1=O)Nc1cccc(Cl)c1Cl
-13% | Cc1ccc2[nH]c3c(c2c1)CCN(C)C3
34%[activator] | S=C(NCc1ccncc1)Nc1ccc(Br)cc1
-2% | CNC(=O)c1cccc(NC(=O)c2cc(-c3ccccc3)nc3c2cnn3C(C)C)c1

Among those listed so far, these have a cyano group:
L3MBTL1 inh | Compound
2% | CC(OC(=O)CNS(=O)(=O)c1ccc(C#N)cc1)C(=O)Nc1ccc(Cl)cn1 (centres undefined)
-11% | N#Cc1ccc(Oc2ccc(S(=O)(=O)N3CCCC3)cn2)cc1
3% | Cc1n[nH]c(C)c1S(=O)(=O)N1CCN(S(=O)(=O)c2ccccc2C#N)CC1

New compounds follow
L3MBTL1 inh | Compound
-12% | Cc1ccc(C(C)C)c(OCCCn2ccnc2C)c1
4% | Cc1ccccc1OCCC(=O)OCC(=O)NC1CCS(=O)(=O)C1 (centres undefined)
-1% | O=C(NCC1CCCCC1)c1cccnc1
-3% | COc1ccc(OCC(=O)NCc2n[nH]c(=O)c3ccccc23)cc1
-2% | CCN(CC)CCn1c2c(c(SCC(=O)Nc3nc4ccc(C)cc4s3)nc1=O)CCC2

Source: PubChem BioAssay
